hgDAF12 agonist – hgDAF-12 agonism, primary luciferase screen | HEK293 GAL4-hgDAF12 UAS-luciferase reporter, agonist luminescence; normalized to butyrate control | activation, % at 6.8 µM | 1.8% of 370,000 active | AID 687014;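 active = activation above a cutoff set at the mean of all screened compounds plus 3 SD, cut at about 10% in these data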;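 note: 0% = DMSO wells and 100% = sodium butyrate wells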
DAX1 inh-1 – DAX1 (NR0B1) inhibition, primary screen; inhibition, % at 6.8 µM; HEK293T StAR-luciferase reporter, SF-1/DAX-1 repression relief; AID 652010; 1.1% of 370,000 active;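 active = inhibition above the mean over all tested compounds plus 3 SD, cut at about 3.6% in these data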;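 note: 0% = DAX-1 cells with DMSO and 100% = cells lacking DAX-1 with DMSO; higher inhibition means more luminescence from relief of DAX-1 repression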
ADAM17 inh – inhibitors of human ADAM17; recombinant ADAM17, EDANS/DABCYL FRET peptide cleavage; 0.83% of 370,000 active; inhibition, % at 6.95 µM; AID 720648;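 active = inhibition above the mean of compounds lying between control limits plus 3 SD, set per campaign, cut at about 8.5% in these data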;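 note: 0% = DMSO-only wells as the low control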
GC-A act – GC-A (human) enzyme activation. activation, % at 10 µM. 0.14% of 370,000 active. HEK293 GC-A cells, cGMP TR-FRET, EC30 ANP; 0% at EC30 ANP, 100% saturating ANP. AID 1671463; in the data active = activation above about 40%
hcDAF12 agonist – activates DAF-12 receptor from parasite H. contortus | 1.4% of 370,000 active | HEK293 hcDAF-12 lit1-tk-luc reporter, luminescence; 0% DMSO, 100% Δ7-dafachronic acid | activation, % at 6.8 µM;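 active = activation above the mean of all tested compounds plus 3 SD, cut at about 5.5% in these data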;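 note: 100% = response to 3 µM Δ7-dafachronic acid high control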
ssDAF12 agonist – activators of S. stercoralis DAF-12 nuclear receptor; 1% of 370,000 active; activation, % at 6.8 µM; AID 652126; HEK293 ssDAF-12/GRIP1 lit1-tk-luc reporter, luminescence; % of 3 µM dafachronic acid response;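 active = activation above the mean over all tested compounds plus 3 SD, cut at about 0.9% in these data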;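 note: 0% = DMSO-only wells and 100% = 3 µM delta7-dafachronic acid wells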
PG9 Ab binder – binds the HIV-1 gp120 antibody PG9 | TR-FRET gp120-PG9 antibody binding | inhibition, % at 6.7 µM | 0.43% of 360,000 active | AID 624416; in the data active = inhibition above about 8.5%
SMARCA2 act – increases SMARCA2 function in MMTV reporter cells; MG213 cells, MMTV-luciferase reporter, dexamethasone, overnight; activation, % at 9.1 µM; 1% of 370,000 active; in the data active = activation above about 7.8%;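 note: 0% = vehicle wells and 100% = reference activator wells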
ADAM10 inh – ADAM10 inhibition, QFRET primary screen; O14672; recombinant ADAM10, EDANS/DABCYL FRET peptide cleavage, 3 h; inhibition, % at 7 µM; 0.62% of 370,000 active; AID 720582;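 active = inhibition above a per-campaign cutoff equal to the mean of compounds falling between control-based bounds plus 3 SD, cut at about 20% in these data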;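 note: 0% = DMSO wells while the 100% control is not disclosed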
Target sequence (O14672 214-748 limits assumed): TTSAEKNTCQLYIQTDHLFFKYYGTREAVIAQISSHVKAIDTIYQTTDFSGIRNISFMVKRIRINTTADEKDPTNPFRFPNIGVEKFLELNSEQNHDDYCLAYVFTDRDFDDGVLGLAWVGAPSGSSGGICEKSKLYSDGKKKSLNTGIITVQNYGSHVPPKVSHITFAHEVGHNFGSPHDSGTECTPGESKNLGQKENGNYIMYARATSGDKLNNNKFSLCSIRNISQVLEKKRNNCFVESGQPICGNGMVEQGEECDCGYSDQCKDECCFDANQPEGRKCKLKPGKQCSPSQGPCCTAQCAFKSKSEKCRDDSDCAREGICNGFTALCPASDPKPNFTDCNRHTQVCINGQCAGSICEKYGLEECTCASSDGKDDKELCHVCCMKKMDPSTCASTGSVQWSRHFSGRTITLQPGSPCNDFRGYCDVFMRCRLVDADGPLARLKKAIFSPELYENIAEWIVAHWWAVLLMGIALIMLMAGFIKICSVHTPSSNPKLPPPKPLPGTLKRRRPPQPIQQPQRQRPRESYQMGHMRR
FXN GAA850 act – activators of GAA850 frataxin (FXN) promoter; HEK293 lucGAA850 FXN promoter luciferase reporter, 24 h; percent of 10 µM SAHA response; activation, % at 6 µM; 0.56% of 360,000 active;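 active = activation above the average of all compounds screened plus 3 SD, cutoff fixed separately per campaign, cut at about 7.5% in these data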;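 note: 0% = DMSO wells and 100% = 10 µM SAHA wells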
DAX1 inh-2 – NR0B1 (DAX1) inhibition. P51843. HEK293 Gal4-DAX1 luciferase reporter, luminescence. inhibition, % at 6.75 µM. AID 504766. 0.99% of 340,000 active;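 active = inhibition above the mean over all tested compounds plus 3 SD, cut at about 4.2% in these data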;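 note: 0% = DAX1-transfected cells with DMSO and 100% = empty-vector control cells with DMSO; inhibition shows as a rise in luminescence from relieved DAX1 repression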
Target sequence (P51843 207-470 limits assumed): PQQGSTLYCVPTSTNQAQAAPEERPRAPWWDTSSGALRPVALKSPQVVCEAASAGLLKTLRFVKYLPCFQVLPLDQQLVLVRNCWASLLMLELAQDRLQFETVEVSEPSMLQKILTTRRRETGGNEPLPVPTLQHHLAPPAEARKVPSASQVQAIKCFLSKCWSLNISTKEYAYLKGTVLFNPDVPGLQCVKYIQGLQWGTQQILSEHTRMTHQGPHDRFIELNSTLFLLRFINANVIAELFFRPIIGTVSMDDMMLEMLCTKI
Active calls of the source: *; . = not tested or not shown.

The opening two entries (preview)
SMILES | hgDAF12 agonist | DAX1 inh-1 | ADAM17 inh | GC-A act | hcDAF12 agonist | ssDAF12 agonist | PG9 Ab binder | SMARCA2 act | ADAM10 inh | FXN GAA850 act | DAX1 inh-2
Cc1cc(C)cc(NC(=O)COC(=O)c2cc(=O)[nH]c(=O)[nH]2)c1 | -3.3 | 0.1 | -5 | -3 | 1.3 | -1.2 | 1.6 | -4 | -1 | 1.3 | 0.5
O=C(NCC1CCCO1)C1CCCN1C(=O)Nc1ccccc1[N+](=O)[O-] (stereo not given) | -1.5 | 0.0 | 1 | 0 | -0.1 | -0.7 | 1.2 | -1 | 2 | -0.9 | 0.0

Results (from the top)
SMILES | hgDAF12 agonist | DAX1 inh-1 | ADAM17 inh | GC-A act | hcDAF12 agonist | ssDAF12 agonist | PG9 Ab binder | SMARCA2 act | ADAM10 inh | FXN GAA850 act | DAX1 inh-2
Cc1cc(C)cc(NC(=O)COC(=O)c2cc(=O)[nH]c(=O)[nH]2)c1 | -3.3 | 0.1 | -5 | -3 | 1.3 | -1.2 | 1.6 | -4 | -1 | 1.3 | 0.5
O=C(NCC1CCCO1)C1CCCN1C(=O)Nc1ccccc1[N+](=O)[O-] (stereo not given) | -1.5 | 0.0 | 1 | 0 | -0.1 | -0.7 | 1.2 | -1 | 2 | -0.9 | 0.0
COc1ccc(C(=O)CN(C(=O)c2ccc(Cl)cc2)N2C(=O)C3CCCCC3C2=O)cc1 (stereo not given) | -1.5 | 0.9 | 5 | -1 | 1.8 | -1.1 | 0.2 | -1 | 3 | -0.1 | 0.5
Cc1cccc(OCC(=O)NCCNC(=O)c2cnccn2)c1 | -2.3 | 0.0 | -3 | 1 | 0.1 | -1.3 | 0.0 | 0 | -6 | -1.4 | -0.8
Cc1cc(=O)[nH]c(-c2ccc(C(F)(F)F)cc2)n1 | 1.1 | 0.8 | 0 | 0 | -1.5 | -1.8 | -1.7 | 0 | 2 | 1.1 | -0.5
CC(C)(O)C#Cc1ccc(C(=O)N2CCN(c3ccccc3)CC2)cc1 | -2.4 | 0.2 | 0 | -1 | -0.2 | -0.4 | -0.3 | -2 | -8 | 0.9 | 1.4
COc1ccccc1NC(=O)CSc1nnc(-c2ccco2)n1Cc1ccco1 | -1.1 | -0.7 | 1 | -4 | -0.7 | -0.6 | 0.8 | 1 | 2 | 0.0 | 0.6
COc1ccc(CNC(=O)C2(C)Cc3c(-c4ccc5c(c4)OCO5)ccnc3O2)cc1OC (stereo not given) | -0.5 | 0.1 | -15 | -4 | -2.5 | -1.2 | -0.9 | -3 | -39 | -1.9 | .
COc1cc(CCC(=O)Nc2ccc(C)c(S(=O)(=O)N3CCCCCC3)c2)cc(OC)c1OC | -6.7 | -6.5 | 1 | -1 | -4.0 | -2.6 | 0.0 | -4 | 8 | -4.0 | -2.5
COc1ccc(Cl)cc1-n1c(C)ccc1C | 3.0 | -0.4 | 1 | 0 | 1.6 | 0.8 | 1.0 | 1 | 5 | 3.0 | 1.1
O=S(=O)(NC1CCCCC1Oc1ccccc1)c1ccccc1 (stereo not given) | -1.9 | -0.6 | 1 | -6 | -1.2 | 0.0 | -0.6 | -1 | 3 | 0.9 | -0.1
COCC(=O)Nc1ccc2c(c1)[C@@H]1C[C@H](CC(=O)OC)O[C@H](CO)[C@@H]1O2 | 0.2 | 0.1 | -3 | 5 | -1.6 | -0.8 | -2.2 | -3 | 1 | -1.1 | 4.6*
CCn1c(NC(=O)c2ccco2)c(-c2ccccc2Cl)c(=O)c2ccccc21 | 0.1 | -0.1 | 3 | -1 | -0.6 | -1.3 | 0.2 | 8.0* | 2 | -0.9 | -0.3
CCOc1cc2ccccc2cc1C(=O)Nc1ccccn1 | 2.1 | 0.1 | -5 | -4 | 3.6 | -0.4 | 12* | -1 | -6 | 3.2 | 2.6
Cc1ccc(-c2ccc(CN3C(C)C(=O)N(Cc4cn(Cc5ccco5)nn4)CCS3(=O)=O)cc2)cc1 (stereo not given) | -0.7 | 1.6 | 5 | 2 | -3.1 | -1.2 | -1.5 | -5 | 11 | -1.0 | -0.7
CCOC(=O)C1=C(c2ccccc2)Nc2ncnn2C1c1cc(OC)ccc1OC (stereo not given) | -0.7 | 0.3 | -2 | -16 | -1.3 | -1.4 | -0.3 | 0 | 7 | -5.4 | 0.6
CCn1c(SCc2ccc(C)cc2)nnc1-c1nn(-c2ccccc2)ccc1=O | -0.6 | -1.1 | 3 | -2 | -2.0 | -1.3 | -1.7 | -1 | 4 | 2.7 | -1.2
CCCC(C)NC(=O)CN(c1ccc2c(c1)OCCO2)S(=O)(=O)c1ccccc1 (stereo not given) | -3.0 | 0.0 | -2 | -6 | -1.1 | -1.1 | -0.4 | -1 | -9 | -2.9 | 0.0
COc1ccc(/C=C/c2c([N+](=O)[O-])c(=O)n(C)c(=O)n2C)c(OC)c1 | -0.1 | -0.4 | 1 | 1 | 0.6 | -1.3 | 0.1 | -4 | -1 | 2.4 | -1.1
COc1ccc(-c2c(=O)n(OC)c3ccccc3[n+]2[O-])cc1OC | -0.9 | 0.0 | -3 | -2 | -0.2 | -0.9 | -2.7 | 3 | -6 | 2.2 | 0.3
O=C1NCCOc2ccccc21 | 1.4 | 1.1 | 0 | 4 | 0.2 | -1.4 | -0.4 | 8 | 2 | . | .
CC(C)C(=O)Nc1ncc(Cc2ccccc2Cl)s1 | -1.0 | 1.2 | 0 | 3 | -1.3 | -0.8 | -0.5 | -1 | 7 | 1.9 | -0.5
CC(NC(=O)CCOc1ccccc1)c1ccccc1 (stereo not given) | 2.5 | 0.3 | -4 | -3 | -0.3 | -0.8 | 0.7 | 2 | -9 | 1.4 | 0.7
Cc1ccc(C(O)c2cccnc2)o1 (stereo not given) | 0.2 | -0.4 | -3 | 3 | -1.0 | -1.1 | -1.5 | 2 | 0 | 0.7 | 0.5
C[C@@H]1CCCCO[C@H](CN(C)C(=O)Nc2ccc3c(c2)OCO3)[C@@H](C)CN([C@H](C)CO)C(=O)c2cc(NS(=O)(=O)c3ccc(F)cc3)ccc2O1 | -0.1 | 1.5 | 0 | -1 | -0.9 | -1.4 | 1.8 | -2 | 1 | -5.8 | 1.1
More entries.
SMILES | hgDAF12 agonist | DAX1 inh-1 | ADAM17 inh | GC-A act | hcDAF12 agonist | ssDAF12 agonist | PG9 Ab binder | SMARCA2 act | ADAM10 inh | FXN GAA850 act | DAX1 inh-2
CC(Cc1ccccc1)NC(=O)C1CCCNC1=O (stereo not given) | -0.6 | 0.3 | -5 | 2 | -1.8 | -1.4 | 0.8 | -1 | -4 | 0.6 | -0.3
COc1ccc(S(=O)(=O)n2nc(OC(C)=O)cc2N(C(C)=O)C(C)=O)cc1 | -1.3 | 0.0 | -1 | 0 | -0.2 | -0.9 | 0.1 | 1 | 5 | 1.3 | 0.3
C[C@H](NC(=O)c1ccco1)C(=O)Nc1nnc(SCc2ccccc2)s1 | 1.3 | 3.7* | 0 | 3 | 0.9 | -0.6 | 0.0 | -2 | -1 | 0.5 | 0.4
C=C(C)c1cc2c(ccc3ccc(=O)oc32)o1 | 1.2 | 1.5 | -24 | 5 | 1.5 | -1.7 | 0.1 | 1 | -14 | 1.1 | 0.2
COC(=O)c1ccc(CN2C(=O)NC3(CCCc4ccccc43)C2=O)o1 (stereo not given) | 0.3 | -1.5 | -1 | -1 | -0.7 | -1.1 | -2.1 | 1 | 8 | 0.0 | 0.7
CC1CCCCN1C(=O)COC(=O)c1cc(Cl)c2c(c1)OCO2 (stereo not given) | 8.6 | 3.7* | -2 | -2 | 2.6 | -0.7 | 0.0 | 2 | -13 | 4.8 | 3.2
Cc1ccc(-n2c(=O)cc(N3CCN(C(=O)c4ccco4)CC3)[nH]c2=O)cc1 | 0.5 | -0.4 | 0 | 23 | -4.6 | -2.1 | -0.1 | -1 | -3 | -0.4 | 1.8
COc1ccc(NC(=O)c2ccc(NC(=O)c3cccs3)cc2)cc1 | 0.3 | 0.8 | -2 | -3 | -2.3 | -1.1 | -0.5 | -1 | 5 | 0.9 | 0.1
CCn1c(CNC(=O)c2ccco2)nnc1SCC(=O)Nc1cccc(F)c1 | -2.5 | -0.3 | -2 | 1 | 0.3 | -0.9 | -1.2 | 1 | 4 | 0.6 | 0.8
COc1ccc(S(=O)(=O)Nc2cc(C)cc(C)n2)c2ccccc12 | 3.0 | -0.3 | -4 | -16 | -0.2 | -1.9 | -5.2 | 2 | -7 | 0.9 | 0.5
CCN(CC)S(=O)(=O)c1ccc(Cl)c(C(=O)NC2CCN(Cc3ccccc3)CC2)c1 | -1.6 | -0.6 | -5 | -6 | -2.1 | -1.5 | 0.1 | -4 | 0 | 0.3 | -1.2
CC(=O)Nc1cccc(NC(=O)c2cccc(-c3ccc(O)cc3)c2)c1 | -1.7 | -0.6 | 0 | -5 | -0.4 | -0.3 | -1.5 | -3 | 7 | -0.9 | 0.0
Cc1ccc(C(=O)NNC(=O)Cn2ccc(C(F)(F)F)n2)o1 | 0.5 | -0.6 | 0 | 2 | -0.8 | -0.8 | -2.5 | 4 | 2 | 0.3 | -0.5
O=S(=O)(c1cccc(Br)c1)N1CCN(CCc2ccccc2)CC1 | 0.7 | 0.1 | 2 | -4 | -1.4 | -1.1 | -1.6 | -2 | 4 | 0.4 | -1.2
N#C/C(C(=O)NCc1ccco1)=C1/SC=C(c2ccccc2)N1c1ccccc1 | -5.5 | -0.2 | 7 | 3 | 0.3 | -1.4 | 41* | -3 | -10 | 1.7 | -0.9
O=C(Nc1cc2c(cc1Br)OCCO2)c1cccs1 | 6.5 | 1.4 | 2 | 0 | 3.9 | 0.0 | 1.1 | 10* | 5 | 4.3 | 1.9
Nc1ncnc2c1ncn2C1OC(CO)C(O)C1O (stereo not given) | 0.4 | -0.5 | -1 | -2 | -2.0 | -1.6 | -3.4 | 8.6* | 1 | 0.1 | -1.4
CCCCc1c(O)nc(SCC(=O)N2CCCCCC2)[nH]c1=O | 3.5 | 0.1 | -2 | -2 | 0.9 | -1.1 | -3.5 | 3 | 13 | -1.0 | 0.5
CN(c1ncnc(N)c1[N+](=O)[O-])C1CCS(=O)(=O)C1 (stereo not given) | 2.5 | -0.7 | 2 | 3 | -2.2 | -1.4 | -1.1 | 0 | 5 | -6.9 | 1.0
CN1CCN(c2ccc(CNC[C@H]3O[C@@H](n4cnc5c(=O)[nH]c(N)nc54)[C@H](O)[C@@H]3O)c(F)c2)CC1 | -3.4 | 0.8 | -2 | 12 | 1.3 | -0.8 | -0.3 | -3 | -10 | . | .
Cc1c(NC(=O)C(C)OC(=O)CC2CC3CCC2C3)c(=O)n(-c2ccccc2)n1C (stereo not given) | -2.2 | -0.3 | -2 | 1 | -0.8 | -1.9 | -0.2 | -3 | -1 | -0.5 | 0.5
N#CC1=C(N)OC2=C(C(=O)CCC2)C1C1CC=CCC1 (stereo not given) | -2.4 | -0.1 | 2 | 4 | 0.2 | -0.7 | 0.9 | -2 | 1 | -3.5 | 0.2
CCCn1nnc(NC(=O)COc2ccc(C3CCCCC3)cc2)n1 | -1.5 | -0.6 | 6 | 8 | -0.7 | -1.3 | 1.3 | -1 | 11 | -0.1 | -1.2
O=C(NCC1CCCO1)c1cc(-c2ccncc2)nc2ccccc12 (stereo not given) | -1.5 | -0.5 | -8 | 0 | 0.3 | -0.1 | 3.2 | -2 | -8 | -0.8 | -0.7

Screening results: PubChem BioAssay, several laboratories
